Screens: PubChem, Vanderbilt High Throughput Screening Facility
GluA2 TARP mod = GluA2-stargazin AMPA receptor complex modulation | O88602+P19491 | HEK293 GluA2+stargazin, membrane potential dye (FDSS), glutamate EC50; hits were called plate by plate, in both directions | AID 1259245 | 3.5% of 40,000 active | calls only at 30 µM;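 active = any of four per-well response measures lying three or more SD from its plate-wide compound average, in either direction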
Target sequence (O88602 whole entry, looked up): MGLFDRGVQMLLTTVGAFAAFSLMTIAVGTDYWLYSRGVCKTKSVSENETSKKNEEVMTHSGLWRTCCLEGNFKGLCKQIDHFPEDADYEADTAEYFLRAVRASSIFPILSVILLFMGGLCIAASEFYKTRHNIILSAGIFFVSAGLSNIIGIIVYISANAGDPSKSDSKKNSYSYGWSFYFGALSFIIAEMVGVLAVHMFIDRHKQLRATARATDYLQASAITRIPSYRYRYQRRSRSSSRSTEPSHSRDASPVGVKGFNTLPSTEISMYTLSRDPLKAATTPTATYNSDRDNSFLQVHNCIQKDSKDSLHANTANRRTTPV
Target sequence (P19491 whole entry, looked up): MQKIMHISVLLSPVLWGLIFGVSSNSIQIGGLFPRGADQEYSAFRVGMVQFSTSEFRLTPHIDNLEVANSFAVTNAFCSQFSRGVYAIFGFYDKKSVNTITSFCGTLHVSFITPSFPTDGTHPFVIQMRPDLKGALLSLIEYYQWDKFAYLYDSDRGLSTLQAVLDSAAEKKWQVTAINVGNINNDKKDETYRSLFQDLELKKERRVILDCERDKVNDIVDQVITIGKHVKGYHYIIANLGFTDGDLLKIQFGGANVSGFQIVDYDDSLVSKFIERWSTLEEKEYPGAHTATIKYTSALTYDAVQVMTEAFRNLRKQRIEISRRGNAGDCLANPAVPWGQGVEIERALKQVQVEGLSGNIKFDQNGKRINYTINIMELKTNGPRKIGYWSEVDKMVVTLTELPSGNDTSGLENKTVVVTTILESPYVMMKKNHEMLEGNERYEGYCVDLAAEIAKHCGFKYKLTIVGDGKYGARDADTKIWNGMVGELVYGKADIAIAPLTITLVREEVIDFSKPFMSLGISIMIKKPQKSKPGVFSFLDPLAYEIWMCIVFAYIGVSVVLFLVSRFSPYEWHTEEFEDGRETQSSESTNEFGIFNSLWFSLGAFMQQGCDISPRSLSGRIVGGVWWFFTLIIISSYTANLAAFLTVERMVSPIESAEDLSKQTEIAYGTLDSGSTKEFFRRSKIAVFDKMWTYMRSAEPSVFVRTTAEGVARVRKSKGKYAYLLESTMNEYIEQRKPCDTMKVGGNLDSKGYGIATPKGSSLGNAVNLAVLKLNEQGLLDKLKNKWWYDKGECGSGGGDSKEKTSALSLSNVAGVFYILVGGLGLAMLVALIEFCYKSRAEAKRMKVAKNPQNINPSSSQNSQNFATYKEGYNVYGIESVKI
GluA2 TARP mod agonism max-min = recorded beside GluA2 TARP mod, whose call it bears; compound max-min signal; compound-alone response (agonism);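 unitless range of fluorescence divided by baseline over first 100 seconds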
GluA2 TARP mod glutamate slope = also measured in GluA2 TARP mod; calls as there; glutamate slope, % of max; measured here: glutamate response slope, % max;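 scaled per plate between vehicle wells and maximal 1 mM glutamate control wells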
Numbers without * were called inactive; i = inactive; + = active, no number; & = joins results of further samples. The list is partial. The share of hits here may be higher or lower than overall.

The first 13 records, to show the layout:
GluA2 TARP mod,GluA2 TARP mod agonism max-min,GluA2 TARP mod glutamate slope,Molecule
i,0.056,59,CCCc1nnsc1C(=O)NCC1CCN(C(=O)c2ccccc2F)CC1
i,0.032,43,O=C(c1ccc(=O)n(Cc2ccccc2Cl)c1)N1CCCc2ccccc21
i,0.11,58,CN(C)C(=O)Cc1ccc(NC(=O)CSCc2ccccc2)cc1
i,0.18,61,CCCc1nnsc1C(=O)NCc1n[nH]c(=O)c2ccccc12
i,0.07,72,CCCCOc1ccc(C(=O)Oc2c(Sc3ccccc3)c(C)nn2C(C)(C)C)cc1
i,0.11,65,Cc1ccc(Nc2cc(N3CCN(C(=O)COc4ncccn4)CC3)nc(C)n2)cc1
i,0.061,76,O=C(CCCCCn1c(=S)[nH]c2ccccc2c1=O)NCCc1c[nH]c2ccccc12
i,0.036,60,Cn1nc(-c2cccc(NS(=O)(=O)c3ccccc3[N+](=O)[O-])c2)ccc1=O
i,0.11,34,Cc1ccc(S(=O)(=O)c2[nH]c(-c3ccccc3)nc2SCC(=O)Nc2nccs2)cc1
i,0.045,35,O=C(Cc1csc(NC(=O)c2ccc[nH]c2=O)n1)Nc1ccc2c(c1)OCO2
i,0.11,62,O=C1/C(=C/c2cccs2)Oc2cc(OC(=O)N3CCOCC3)ccc21
i,0.1,61,COc1ccc(SCC(=O)Nc2nc3c(s2)CSc2ccccc2-3)cc1
i,0.1,49,O=C(Cn1cnc2c(-c3ccccc3)csc2c1=O)Nc1ccc2c(c1)OCO2

Main list, repeating the preview:
GluA2 TARP mod,GluA2 TARP mod agonism max-min,GluA2 TARP mod glutamate slope,Molecule
i,0.056,59,CCCc1nnsc1C(=O)NCC1CCN(C(=O)c2ccccc2F)CC1
i,0.032,43,O=C(c1ccc(=O)n(Cc2ccccc2Cl)c1)N1CCCc2ccccc21
i,0.11,58,CN(C)C(=O)Cc1ccc(NC(=O)CSCc2ccccc2)cc1
i,0.18,61,CCCc1nnsc1C(=O)NCc1n[nH]c(=O)c2ccccc12
i,0.07,72,CCCCOc1ccc(C(=O)Oc2c(Sc3ccccc3)c(C)nn2C(C)(C)C)cc1
i,0.11,65,Cc1ccc(Nc2cc(N3CCN(C(=O)COc4ncccn4)CC3)nc(C)n2)cc1
i,0.061,76,O=C(CCCCCn1c(=S)[nH]c2ccccc2c1=O)NCCc1c[nH]c2ccccc12
i,0.036,60,Cn1nc(-c2cccc(NS(=O)(=O)c3ccccc3[N+](=O)[O-])c2)ccc1=O
i,0.11,34,Cc1ccc(S(=O)(=O)c2[nH]c(-c3ccccc3)nc2SCC(=O)Nc2nccs2)cc1
i,0.045,35,O=C(Cc1csc(NC(=O)c2ccc[nH]c2=O)n1)Nc1ccc2c(c1)OCO2
i,0.11,62,O=C1/C(=C/c2cccs2)Oc2cc(OC(=O)N3CCOCC3)ccc21
i,0.1,61,COc1ccc(SCC(=O)Nc2nc3c(s2)CSc2ccccc2-3)cc1
i,0.1,49,O=C(Cn1cnc2c(-c3ccccc3)csc2c1=O)Nc1ccc2c(c1)OCO2
i,0.083,71,O=C(/C=C/c1ccc2c(c1)OCO2)Nn1cnc2c(cnn2-c2ccccc2)c1=O
i,0.084,66,Cn1nnc2c(=O)n(Cc3ccccc3)cnc21
i,0.051,53,COc1ccc(OC)c(C(c2c(O)cc(C)n(C)c2=O)c2c(O)cc(C)n(C)c2=O)c1
i,0.082,2,Cc1ccc(S(=O)(=O)N2CCOCC2)cc1C(=O)Nc1ccc(Cl)cn1
i,0.085,98,Cc1cc(C)c(-c2ccc(=O)n(CC(=O)N3CCOCC3)n2)cc1C
i,0.16,60,COCCNc1c2c(nc3c(-c4ccccc4)c(C)nn13)CCCC2
i,0.078,54,Cc1onc(-c2ccccc2Cl)c1C(=O)N1CCN(Cc2nc3ccccc3[nH]2)CC1
i,0.035,43,COc1ccc(CCC(=O)Nc2cc(C)nn2-c2nc(-c3ccc4c(c3)OCO4)cs2)cc1
i,0.098,63,CC(C)(C)CC(=O)NCCCS(=O)(=O)N1CCN(c2ccc(F)cc2)CC1
i,0.074,56,C=C(Br)Cn1c(C2CC(=O)N(c3ccc(C)cc3)C2)nc2ccccc21 (configuration not stated)
i,0.21,45,O=S(=O)(NCC1(O)CCCC1)c1ccc(Br)s1
i,0.094,55,COc1ccc(C2C(C(=O)C3CC3)=C(O)C(=O)N2CCCO)cc1OC (configuration not stated)
i,0.09,75,Cc1ccc(C(CNS(=O)(=O)c2ccc(Br)cc2)N2CCOCC2)cc1 (configuration not stated)
i,0.071,48,OC(COC12CC3CC(CC(C3)C1)C2)CN1CCN(c2ccccc2)CC1 (configuration not stated)
+,0.17*,30*,COc1ccc(S(=O)(=O)NCC(c2ccsc2)N2CCCCCC2)cc1F (configuration not stated)
i,0.058,60,COc1ccc(CCNC(=O)c2n[nH]c3ccccc23)cc1
i,0.037,42,Cc1ccc(S(=O)(=O)NCC(c2cccn2C)N(C)C)cc1 (configuration not stated)

(listing goes on)
GluA2 TARP mod,GluA2 TARP mod agonism max-min,GluA2 TARP mod glutamate slope,Molecule
i,0.15,49,COCCn1nnn(-c2ccc(NS(=O)(=O)c3ccc(C(C)=O)cc3)cc2)c1=O
i,0.079,64,COc1ccc(C(=O)Nc2cc(-n3c(C)nc4ccccc4c3=O)ccc2F)cc1
i,0.087,31,COc1cc(NC(=O)c2ccc(S(=O)(=O)c3ccc(C)c(C)c3)nc2)cc(OC)c1OC
i,0.042,64,COc1cccc(OC)c1C(=O)N1CCN(Cc2nnnn2-c2ccc(F)c(F)c2)CC1
i,0.09,58,O=C(NCCn1nc(-c2cccnc2)ccc1=O)c1ccc(Cl)cc1Cl
i,0.15,57,CCOC(=O)NCCn1nc(C)cc1C
i,0.091,62,COc1nn(C)cc1C(=O)NCC(=O)NCc1cccnc1
i,0.11,67,O=C(Nc1cc(-c2ccco2)nn1CCO)c1ccc(S(=O)(=O)N2CCOCC2)cc1
i,0.14,52,COc1cc(/C=C2\SC(=S)N(c3cccc(C(C)=O)c3)C2=O)cc(OC)c1OC
i,0.12,73,CC(O)CNC(=O)C(=O)NC1CCCC1 (configuration not stated)
i,0.08,67,CCc1ccc(S(=O)(=O)N2CCN(Cc3nnnn3-c3ccccc3)CC2)s1
i,0.051,55,CCc1cnc2c(c1NCc1ccco1)c(=O)n(C)c(=O)n2C
i,0.043,56,COCCN1CCC(CNS(=O)(=O)Cc2ccc(F)cc2)CC1
i,0.1,44,COc1ccc(Cl)cc1NS(=O)(=O)c1cc2c3c(c1)CCC(=O)N3CCC2
i,0.063,56,CC(=O)Nc1cccc(NC(=O)CSc2nnc(-c3cccnc3)o2)c1
i,0.069,39,COc1ccc(Cl)cc1C(=O)N1CCC2(CC1)NC(=O)N(Cc1ccc(F)cc1)C2=O
i,0.071,48,CCOC(=O)Cn1c(=O)c2c(nc(-n3nc(C)c(C)c3C)n2CC)n(C)c1=O
i,0.081,54,CN1CCCc2cc(CCNC(=O)C(=O)NCCc3ccccc3)ccc21
i,0.071,46,CCOc1ccc(/C=C/C(=O)Nc2ccc3c(c2)OCO3)cc1OC
i,0.06,53,COCCn1c(=O)c2c(nc(-n3nc(C)c(C)c3C)n2Cc2cccc(C)c2)n(C)c1=O
i,0.14,57,O=C(CCc1csc(NC(=O)c2ccco2)n1)NCCc1c[nH]c2ccccc12
i,0.12,61,COc1cc(/C=C/C(=O)O)cc(S(=O)(=O)N2CCC(C(=O)O)CC2)c1OC
i,0.056,43,O=C(CCC1CCCCC1)NCCn1ncc2c(N3CCN(c4ccccc4)CC3)ncnc21
+,0.21*,61*,Cc1cc(N2CCOCC2)nc(N2CCN(C(=O)Cc3cccs3)CC2)n1
i,0.1,48,COc1ccc(NC(=O)c2cccc(N3CCCS3(=O)=O)c2)c(OC)c1
i,0.095,41,Cc1ccc(NC(=O)C(=O)NCc2ccccn2)c([N+](=O)[O-])c1
i,0.056,47,CCOc1ccccc1NC(=O)NCC1CCN(C(=O)c2ccccc2F)CC1
i,0.064,-2,O=C(Nc1c(F)c(F)c(F)c(F)c1F)c1ccncc1
i,0.15,47,CCc1ccc(OCCS(=O)(=O)Nc2ccc(C(N)=O)cc2)cc1
i,0.11,57,CCCS(=O)(=O)N1CCCc2cc(NC(=O)NC(C)(C)C)ccc21

(cont.)
GluA2 TARP mod,GluA2 TARP mod agonism max-min,GluA2 TARP mod glutamate slope,Molecule
i,0.082,43,CCOc1ccccc1NC(=O)CNC(=O)c1c[nH]c2ccccc12
i,0.095,63,COc1cc(/C=C/C(=O)NCCC(O)C2CC2)cc(OC)c1OC (configuration not stated)
i,0.093,63,O=C(NCc1ccccc1Cl)C(=O)NCC1CCN(C(=O)Oc2ccccc2)CC1
i,0.1,47,CC(O)(CNC(=O)c1ccc2nsnc2c1)c1ccc2c(c1)OCO2 (configuration not stated)
i,0.081,55,COc1ccc(NC(=O)Nc2ccc(N3CCCS3(=O)=O)cc2)cc1OC
i,0.11,49,Cc1onc(-c2ccccc2Cl)c1C(=O)NCC(O)(c1ccccc1)C1CC1 (configuration not stated)
i,0.098,61,Cn1nc(C2CCCN(C(=O)c3cc(-c4cccs4)[nH]n3)C2)n(-c2ccccc2)c1=O (configuration not stated)
i,0.091,58,Cc1cc(C)cc(OCC(O)Cn2c(C3CC(=O)N(C(C)(C)C)C3)nc3ccccc32)c1 (configuration not stated)
i,0.055,75,COc1cccc(-c2ccc(=O)n(CCCC(=O)NC3CCCC3)n2)c1
i,0.055,49,COc1c(C)cc(S(=O)(=O)NCC(c2ccsc2)N2CCc3ccccc3C2)cc1C (configuration not stated)
i,0.077,14,Oc1cccc2ccc(/C=C/c3cccc(Cl)c3Cl)nc12
i,0.13,54,Cc1cc(C)n(CCNC(=O)C(=O)NCc2ccc(F)cc2)n1
i,0.077,43,NC(=O)C1CCN(C(=O)Cc2cc(-c3ccco3)on2)CC1
i,0.074,39,O=C(NCCC1=CCCCC1)c1ccc(N2CCCC2)nn1
i,0.057,37,Cc1cn2c3c(=O)n(C)c(=O)n(C)c3nc2n1-c1ccccc1OCCN1CCCCC1
i,0.032&0.024,52&115,CCOc1ccccc1-n1nnnc1SCC(=O)Nc1ccccc1C(F)(F)F
i,0.097,58,CCc1ccccc1NC(=O)C(=O)NCC1CCN(C(C)C)CC1
i,0.097,49,COc1ccc(S(=O)(=O)CCC(=O)Nc2nc(C)c(C)s2)cc1
i,0.11,63,COc1cc(C)c(C)cc1S(=O)(=O)NCC(O)c1cccn1C (configuration not stated)
i,0.065,33,Cn1nc(-c2ccc(NC(=O)c3cccs3)cc2)ccc1=O
i,0.11,65,COc1cc(NC(=O)Cn2nc3ccc(SCc4ccc(Cl)cc4)nn3c2=O)cc(OC)c1
i,0.075,74,COc1ccccc1NC(=O)CC(NCCOCCO)C(=O)O (configuration not stated)
i,0.11,68,O=C(Cn1cc(-c2ccccc2)c(N2CCOCC2)n1)N1CCN(c2ccccc2)CC1
i,0.099,54,O=C(CSc1ncnc2c1[nH]c1ccc(F)cc12)Nc1ccccc1
+,0.2*,56*,CCC(CC)C(=O)NCCNc1ccc(Nc2cccc(C)n2)nn1
i,0.096,54,O=C1CC(c2ccccc2C(=O)O)Oc2ccccc21 (configuration not stated)
i,0.093,57,COCCNC(=O)Cn1nc2c(c1NC(=O)C(=O)c1c(C)[nH]c3ccccc13)CSC2
i,0.12,55,CC(C)Sc1ccc(CC(=O)NCCN2CCN(C(=O)c3ccsc3)CC2)cc1
i,0.09,7,CC(C)NC(=O)c1ccc2c(=O)n(Cc3ccccc3)c3nnc(SCC#N)n3c2c1
i,0.12,71,CN(C)C(CNS(=O)(=O)c1ccc([N+](=O)[O-])cc1)c1ccco1 (configuration not stated)

Single records, from the list above:
CN(C)C(CNS(=O)(=O)c1ccc([N+](=O)[O-])cc1)c1ccco1 (configuration not stated) across the screens: GluA2 TARP mod = i; GluA2 TARP mod agonism max-min = 0.12; GluA2 TARP mod glutamate slope = 71
Cn1nc(-c2ccc(NC(=O)c3cccs3)cc2)ccc1=O across the screens: GluA2 TARP mod = i; GluA2 TARP mod agonism max-min = 0.065; GluA2 TARP mod glutamate slope = 33

Additional compounds follow:
GluA2 TARP mod,GluA2 TARP mod agonism max-min,GluA2 TARP mod glutamate slope,Molecule
i,0.091,69,COc1ccc(S(=O)(=O)N2CCCCC2CCNC(=O)C(=O)Nc2ccccc2F)cc1 (configuration not stated)
i,0.097,53,COc1ccc(S(=O)(=O)Nc2ccc3c(c2)CN(C(=O)c2ccco2)CC3)cc1Cl
i,0.056,29,COc1ccccc1CNC(=O)Cc1csc(NC(=O)c2ccc[nH]c2=O)n1
i,0.16,38,Cc1ccc(-c2cnn3c(NCCOCCO)cc(C)nc23)cc1
i,0.063,54,O=S(=O)(CCCOc1ccc2c(c1)OCO2)NCc1c(F)cccc1F
i,0.11,47,COC(=O)c1ccc(NC(=O)c2cc(=O)c(OCc3ccc(F)cc3)co2)cc1
i,0.033,62,O=C(NCCOc1ccc(-c2cccs2)nn1)c1ccc([N+](=O)[O-])cc1
+,0.095*,-2.8*,CC(C)NC(=O)CSc1nnc2n(Cc3ccccc3)c(=O)c3ccc(C(=O)NC(C)C)cc3n12
i,0.097,61,COCCNC(=O)C(=O)NCC1CCN(Cc2ccco2)CC1
i,0.1,52,Cc1cc(C(=O)N2CC(C(=O)Nc3cccc(-c4csc(C)n4)c3)C2)no1
i,0.086,61,O=C(Cn1cnc(-c2cccs2)cc1=O)NCCn1nc(-c2cccs2)ccc1=O
i,0.088,60,O=C(Cc1ccc(NS(=O)(=O)c2cc(F)ccc2F)cc1)N1CCOCC1
i,0.082,75,COc1ccc(S(=O)(=O)CCC(=O)Nc2cc(Cl)ccc2Cl)cc1
i,0.11,53,O=C(Cc1csc(Nc2ccc(OC(F)(F)F)cc2)n1)Nc1ccc2c(c1)OCCO2
